# DT40 TDP1 CPT – DT40-hTDP1 cell growth loss with CPT. chicken DT40 Tdp1-/-;hTDP1 cells + 20 nM CPT, ATP luminescence, 48 h. Potency, µM (series often up to 46.2 µM), for the others: top-dose activity change, negative = growth inhibition, actives largely listed as inhibitors. 420,000 compounds, 12% hits; further: nearly all actives have a fitted effect of over 55% in size
#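 Chicken DT40 Tdp1-/- cells complemented with human TDP1, 400 cells/well, exposed to compounds plus 20 nM camptothecin for at least 48 h at 37 C; viability read as ATP content by CellTiter-Glo luminescence.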
# FEN1 inh – blocks human flap endonuclease 1. AID 588795. P39748. 390,000 compounds, 0.35% hits. Potency, µM (top dose mostly 114 µM), for the others: at the highest dose activity change, negative = inhibition, usual class: inhibitors. Recombinant FEN1 flap cleavage, fluorescence, 15 min; further: nearly all actives have a fitted effect of over 65% in size
# Target sequence (P39748 whole entry, looked up): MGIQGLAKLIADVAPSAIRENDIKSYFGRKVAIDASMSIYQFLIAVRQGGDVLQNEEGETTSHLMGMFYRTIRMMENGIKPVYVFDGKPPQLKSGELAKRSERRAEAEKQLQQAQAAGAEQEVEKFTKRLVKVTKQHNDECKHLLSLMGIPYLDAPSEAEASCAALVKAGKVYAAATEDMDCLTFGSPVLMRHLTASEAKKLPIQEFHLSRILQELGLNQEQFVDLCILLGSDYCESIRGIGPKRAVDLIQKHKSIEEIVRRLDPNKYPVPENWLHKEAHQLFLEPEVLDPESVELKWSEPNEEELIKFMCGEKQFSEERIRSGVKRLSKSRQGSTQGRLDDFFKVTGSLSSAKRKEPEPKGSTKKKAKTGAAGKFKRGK
#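 FEN1 at 10 nM, compound pretreatment for 15 min (room temperature), 50 nM final substrate to initiate; endpoint reads at 0 and 15 min; DMSO-only plates used as vehicle background.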
# N370S GC mod – inhibits or activates N370S mutant glucocerebrosidase. P04062. N370S GC spleen homogenate, 4MU-glucoside fluorescence. Potency, µM (highest dose often 59.4 µM), for the others: at the top dose activity change, negative = inhibition, hits mostly inhibitors. 330,000 compounds, 0.092% hits. AID 2101;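 further: 0% = full enzyme activity and -100% = no enzyme basal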
# The depositor's hits bear a star; ? = inconclusive; · = no result given; & = joins results of further samples; [ ] = remark or other dose. The call rests on the fitted dose curve; in most records, active means well fitted curve in the direction sought with a large enough effect; inconclusive means small, poorly fitted or top-dose-only effect, or another doubt; inactive means no such curve, though single readings can be large; an effect the other way counts as inactive or inconclusive. Unless noted, on the % scale 0 is the no-effect control and ±100 the full control effect; potency means the concentration at half of the fitted maximal effect. These rows are one share of the data; rates above refer to the full screens.
SMILES,DT40 TDP1 CPT,FEN1 inh,N370S GC mod
Cc1ccc(C)c2[nH]c(=O)c(C(c3nnnn3Cc3ccco3)N3CCc4ccccc4C3)cc12 (stereo not drawn),?,0%,-5%
COc1cc(OC)c2c(C)c(CC(=O)NCCc3ccccc3OC)c(=O)oc2c1,6%,-2%,·
CSc1nnc(-c2sc3cc(C(F)(F)F)cnc3c2-c2ccccn2)n1C,?,7%,-17%
COc1ccc(OC)c(-c2cc(C(=O)Nc3c(C)nn(Cc4ccc(C)cc4)c3C)no2)c1,21µM*,12%,·
Cc1cccc(N(Cc2cc(=O)[nH]c3ccccc23)C(=O)CCl)c1,4.1µM*,-21%,0%
CN1C(=CC=C2C=C(I)C(=O)C(I)=C2)C(C)(C)c2ccccc21,18µM*,32µM*,10%
COC(=O)Cc1nnc(Nc2cccc(C)c2)c2ccccc12,-1%,-12%,-4%
COc1ccc2c3c(ccc2c1)C(=O)/C(=C/O)CC3,?,-6%,·
CCCCCCCCCCCCN1C/C(=C\C(=O)OCC)c2cc(C(F)(F)F)ccc2S1(=O)=O,?,-31%&-11%,-16%
CC(=O)Nc1ccc(S(=O)(=O)N2CCN(C(=O)N3CCCC3)CC2)cc1,1%,-5%,-14%
c1ccc(N2CCN(c3ncnc4c3oc3ccccc34)CC2)cc1,?,-14%,-11%
O=C(c1ccco1)n1nc(-c2ccccc2)nc1SCc1ccccc1,-7%,-1%,0%
Cn1c(=O)oc2cc(S(=O)(=O)N3CCC(C(=O)NCc4cccs4)CC3)ccc21,-9%,16%,-1%
CCCCn1c(N)c(N(CC(C)C)C(=O)CN2C(=O)C3CCCCC3C2=O)c(=O)[nH]c1=O (stereo not drawn),-15%,1%,-2%
O=C1NC(=Nc2ccccc2)CS1,-1%,18%,13%
COCCn1c(C)cc(/C=C2/NC(=O)N(c3ccc(Cl)cc3)C2=O)c1C,4%,-3%,1%
CN1CCN(C(=O)CCCOc2cc(=O)n(C)c3ccccc23)CC1,-16%,1%,1%
CN(C)c1ccc(C2C=C(c3ccc(Cl)cc3OC(F)F)Nc3ncnn32)cc1 (stereo not drawn),9.2µM*,5%,7%
CCOc1ccc(-c2c(C)nn3c(C)c(C(=O)NCCc4ccc(C)cc4)cnc23)cc1OCC,?,-1%,·
O=C(O)/C=C/c1cccc(B(O)O)c1,-3%,0%,-6%
C=CCc1c(C)nc(SCC(N)=O)[nH]c1=O,-13%,-2%,-17%
CCOc1cc(CN2CCCC(N3CCc4ccccc4C3)C2)ccc1O (stereo not drawn),?,9%,-14%
COc1ccc(CCNC(=O)Cn2c(=O)n(-c3cc(OC)c(OC)c(OC)c3)c(=O)c3ccccc32)cc1OC,-3%,-2%,·
Nc1nnnn1/N=C/c1ccccc1OCc1ccc(Cl)cc1Cl,-26%,4%,12%
CCOc1cc(C#N)ccc1OCC(=O)N1CCc2ccccc2C1,2%,19%,-6%
COc1ccc(S(=O)(=O)N2CCCC2)c2ccccc12,-30%,-6%,-1%
COc1cc(Cl)ccc1OCc1cc(C(=O)N2CCCC(OC)C2)no1 (stereo not drawn),-3%,5%,-1%
Brc1ccc(-c2cnc(-c3cccs3)o2)cc1,5%,-10%,10%
COc1ccc(-c2onc(C)c2C)cc1S(=O)(=O)NCCc1ccco1,?,-12%,-16%
CCc1ccc(NC2=NCC(c3ccccc3)S2)cc1 (stereo not drawn),-24%,-1%,-12%
CCCOc1ccc(/C=N\NC(=O)CCc2n[nH]c(=O)[nH]c2=O)cc1OC,6%,-2%,3%
CCc1cc(-c2nnc(SCC(=O)NC3CC3)n2C)cs1,23%,-1%,-1%
COc1ccc(NS(=O)(=O)c2cccc(C(=O)NCCCn3ccnc3)c2)cc1,6%,-1%,-7%
CCCCCC(=O)NNC(=O)Cc1ccc([N+](=O)[O-])cc1,6%,4%,-6%
Cc1cc2nc(N3CCN(C(=O)c4cccs4)CC3)sc2cc1C,-22%,10%,2%
Cc1ccc2c(c1)cc(CN(Cc1ccco1)C(=O)COc1ccccc1)c1nnnn12,?,2%,26%
CCN(C(=O)Cn1c(=O)oc2cc(Cl)ccc21)c1cccc(C(F)(F)F)c1,?,-19%,·
C[C@@H]1CC[C@@]2(OC1)OC1CC3C4CC=C5CC(O)CCC5(C)C4CCC3(C)C1[C@@H]2C (stereo partly drawn),5%[9.04 µM],·,-9%
CN(CC(=O)O)S(=O)(=O)/C=C/c1ccccc1,13%,-1%,0%
O=C(CSc1ncccc1C(=O)Oc1ccccc1Cl)Nc1ccccc1Cl,?,-17%,·
O=C(CCS(=O)(=O)c1cccs1)Nc1ccc(C(=O)Nc2ccccc2F)cc1,?,8%,·
CN(C)NC(=O)c1ccsc1NC(=O)c1ccc(S(=O)(=O)N2CCCC2)cc1,?,-7%,-10%
O=S(=O)(NCc1ccccc1)c1ccc(Br)s1,-18%,-15%,-3%
COc1ccc(CNc2nc(-c3ccco3)nn2S(=O)(=O)c2ccc3ccccc3c2)cc1OC,?,2%,·
S=c1[nH]nc(Nc2cccc(Cl)c2)s1,-7%,-7%,?
CCc1ccccc1NC(=O)CSc1nnc(-c2ccccc2)c(-c2ccccc2)n1,?,4%,·
O=C(CN1C(=O)c2cccnc2Oc2ccc(Cl)cc21)NC1CCCCCC1,-14%,-6%,3%
N#CC1=C(S)N(c2ccccc2)C(c2ccco2)NC1=O (stereo not drawn),1%,6%,2%
O=C(NCC(O)c1ccc([N+](=O)[O-])cc1)c1cccc(S(=O)(=O)N2CCCC2)c1 (stereo not drawn),-15%,4%,7%
CC(C)CCN1CCC(N)=NC1=O,3%,8%,-2%
COc1cccc(NC(=O)CSc2ncc(S(=O)(=O)c3ccccc3)c(=O)[nH]2)c1,?,4%,?
COC(=O)c1cc2oc(C)cc2n1CC(=O)Nc1ccc(C)cc1C,-21%,-3%,·
Cc1ccc(SCC(=O)OCC(=O)N(C)CC(=O)Nc2ccc(F)cc2)cc1,-17%,0%,-14%
COc1ccccc1C=NNC(=O)C(=O)NN=Cc1ccccc1OC,6%,12%,·
O=C(Cn1c(=O)oc2ccccc21)c1ccccc1,-9%,3%,1%
CCOc1cc(/C=C2\C(=N)N3N=C(CC)SC3=NC2=O)ccc1OCCOc1ccc(NC(C)=O)cc1,-1%,0%,4%
C/C(=N/NS(=O)(=O)c1ccc(Br)cc1)c1c[nH]c2ccccc12,-16%,-7%,2%
COc1ccc(Oc2cccc(Cl)c2CNC(=O)CCCC(=O)O)cc1,-1%,13%,3%
COc1ccccc1N(C)S(=O)(=O)c1ccc(C(=O)OCC(=O)NCc2cccs2)cc1,-22%,14%,-9%
Cc1cccc(CNc2ccc(C(CC(N)=O)NC(=O)c3ccccc3)cc2[N+](=O)[O-])c1 (stereo not drawn),?,-5%,6%

# Additional records:
SMILES,DT40 TDP1 CPT,FEN1 inh,N370S GC mod
CCCn1cc(SCC(=O)NCc2ccco2)c2ccccc21,-8%,7%,4%
CC(C)(C)OC(=O)N[C@H](Cc1ccccc1)C(=O)N1CCC(C(=O)O)CC1,-8%,7%,-17%
CCN(C(=O)CSc1ccc2c(c1)OCCO2)C1CCS(=O)(=O)C1 (stereo not drawn),-1%,5%,-26%[2.35 µM]
COC(=O)c1ccccc1NC(=O)c1ccc(=O)n(Cc2cccc(C)c2)c1,?,-1%,·
Cc1ccc(OCCOc2ccc(Br)cc2/C=N\NC(N)=O)cc1,-28%,1%,-3%
O=C(CSc1nnc(Cn2cnc3ccccc32)o1)Nc1cccc2ccccc12,-19%,8%,23%
O=C(CCN1CCOCC1)NNC(=O)c1ccc([N+](=O)[O-])cc1[N+](=O)[O-],?,7%,·
O=C(O)CC1C(=O)OCN1C(=O)OCc1ccccc1 (stereo not drawn),0%,-1%,10%
Cc1ccc(S(=O)(=O)Nc2ccc3c(c2)C(=O)N([C@H](C)CO)C[C@@H](C)[C@@H](CN(C)C(=O)Nc2cccc4ccccc24)O3)cc1,21µM*,14%,·
Cn1nnnc1SCC(=O)Nc1cccc(S(=O)(=O)N2CCCCC2)c1,0%,3%,·
O=C1CC(c2ccccc2Cl)=NN(c2ncnc3ccccc23)C1=O,-24%,0%,-5%
Cc1ccc(NC(=O)c2ccn(C(=O)Nc3ccccc3)n2)c(C)c1,-15%,-2%,7%

# Shown with two lines to a compound: entries from further up.
# The line under a structure holds: DT40 TDP1 CPT, FEN1 inh, N370S GC mod
> Cc1ccc(OCCOc2ccc(Br)cc2/C=N\NC(N)=O)cc1
    -28%, 1%, -3%
> O=C(CSc1nnc(Cn2cnc3ccccc32)o1)Nc1cccc2ccccc12
    -19%, 8%, 23%
> O=C(CCN1CCOCC1)NNC(=O)c1ccc([N+](=O)[O-])cc1[N+](=O)[O-]
    ?, 7%, ·
> O=C(O)CC1C(=O)OCN1C(=O)OCc1ccccc1 (stereo not drawn)
    0%, -1%, 10%
> Cc1ccc(S(=O)(=O)Nc2ccc3c(c2)C(=O)N([C@H](C)CO)C[C@@H](C)[C@@H](CN(C)C(=O)Nc2cccc4ccccc24)O3)cc1
    21µM*, 14%, ·
> Cn1nnnc1SCC(=O)Nc1cccc(S(=O)(=O)N2CCCCC2)c1
    0%, 3%, ·

# (further entries)
SMILES,DT40 TDP1 CPT,FEN1 inh,N370S GC mod
Cc1ccc(CS(=O)Cc2ccc(C(=O)NC3CCC(C)CC3)o2)cc1 (stereo not drawn),-30%,?,26%
CN(C)c1cccc2ccccc12,?,2%,·
CC1Cc2ccccc2N1CC(=O)Nc1ccc(S(N)(=O)=O)cc1 (stereo not drawn),-9%,-6%,-19%
O=c1[nH]c(-c2ccccc2)c(-c2ccccc2)o1,-12%,5%,1%
CCOc1ccc2nc(SCC(=O)N3c4ccccc4Sc4ccccc43)c(C#N)cc2c1,-5%,-3%,2%
COc1ccccc1NC(=O)Cc1c(C(=O)O)[nH]c2ccc(Cl)cc12,32%[activator],1%,·
N#Cc1c(C(F)(F)F)cc(-c2ccccc2Cl)[nH]c1=O,-21%,11%,26%
Cc1cc(NS(=O)(=O)c2ccc(NC(=O)CCSc3ccc(F)cc3)cc2)nc(C)n1,-21%,7%,7%
Cc1cccc(C2=NN(c3ccccc3)[C@@H](C(=O)N3CCOC3=O)[C@@H]2c2ccc(F)cc2)c1,-28%,1%,25%
CN(C)CCNC(=O)c1coc(=O)c(Br)c1,2.3µM*,-1%,22%
C=C1SC(=Nc2c(C)cc(C)cc2C)N(C(=O)c2sc3ccccc3c2Cl)C12CCCCC2,?,15%,3%
COc1cccc(-c2nc(SCC(=O)N3CCc4ccccc43)c3c(=O)n(C)c(=O)n(C)c3n2)c1,-8%,1%,·
CCC(=O)Nc1nonc1-c1nc2ccccc2n1CC(C)C,23µM*,8%,21%
CC(C)NC[C@@H](O)COc1ccc(COCCOC(C)C)cc1,6%,·,0%
Cc1ccc(Cl)cc1N1CCN(C(=O)CSc2nnc3n2C(C)(C)Cc2ccccc2-3)CC1,9.2µM*,-13%,?
ClC(Cl)c1nnc(-c2ccccc2)c(-c2c[nH]c3ccccc23)n1,3.7µM*,-4%,28%
NCC(=O)CCC(=O)O,0%&-18%,20%,-11%&-22%
c1ccc(CC2CCN(Cc3nc(-c4ccccc4)no3)CC2)cc1,-25%,-20%,-17%
CCOC(=O)Cc1ccc(NC(=O)N2CC(C)Oc3ccc(Cl)cc32)cc1 (stereo not drawn),16µM*,-14%,·
COc1cc(/C=N/NC(=O)c2ccccc2Cl)ccc1Oc1ccc([N+](=O)[O-])cn1,?,13%,-24%
Cc1cccc(NC(=O)c2ccc3snnc3c2)c1C,-7%,14%,·
COc1ccc(OCc2cc(C(=O)N(C)Cc3cnccn3)no2)c(Cl)c1,5%,-2%,2%
CC(Sc1nnc(C(F)(F)F)n1C)C(=O)Nc1ccc(N2CCOCC2)cc1 (stereo not drawn),-15%,23%,·
Cc1nc2[nH]c(=O)c3c(n2n1)NC1=C(C(=O)CC(C)(C)C1)C3c1ccc(F)cc1 (stereo not drawn),?,-1%,12%

# Molecules from the list above containing bromine (five):
SMILES,DT40 TDP1 CPT,FEN1 inh,N370S GC mod
Brc1ccc(-c2cnc(-c3cccs3)o2)cc1,5%,-10%,10%
O=S(=O)(NCc1ccccc1)c1ccc(Br)s1,-18%,-15%,-3%
C/C(=N/NS(=O)(=O)c1ccc(Br)cc1)c1c[nH]c2ccccc12,-16%,-7%,2%
Cc1ccc(OCCOc2ccc(Br)cc2/C=N\NC(N)=O)cc1,-28%,1%,-3%
CN(C)CCNC(=O)c1coc(=O)c(Br)c1,2.3µM*,-1%,22%

# Next section.
SMILES,DT40 TDP1 CPT,FEN1 inh,N370S GC mod
O=C(Cc1cccs1)Nn1c(Cc2cccs2)nc2ccccc2c1=O,9%,0%,-3%
COc1ccc2c(c1)C=C(CN1CCN(Cc3ccccc3C)C(CCO)C1)CO2 (stereo not drawn),-21%,-27%,-21%
C=CCn1c(NCCc2ccccc2)nc2c1c(=O)n(C)c(=O)n2C,9.2µM*,7%,-1%
O=C(CSCc1ccccc1Cl)NCCSc1ccccn1,5%,1%,10%
COc1ccc(CCNC(=O)c2ccc3c(c2)c(C)c(C)n3Cc2ccccc2)c(OC)c1OC,23µM*,8%,·
Cc1cccc(OCc2nc3c4c(ncn3n2)-c2ccccc2CC42CCCC2)c1,?,5%,6%
COc1ccc(CN2CCN(C)CC2)cc1OCc1ccccc1,-1%,-3%,-1%

# Screening results deposited in PubChem by National Center for Advancing Translational Sciences (NCATS).
